# Screening results deposited in PubChem by National Center for Advancing Translational Sciences (NCATS).
# Shiga toxin inh: blocks Shiga toxin action in Vero cells. Vero cells, Shiga toxin protein synthesis inhibition reporter. inhibition, % at 38.7 µM. hit rate 9.2% among 290,000. AID 2315; in the data active means inhibition mostly above about 28%, no sharp cut-off; inactive means mostly below about 43%; further: 0% is about no effect
# AmpC detergent: inhibitors of E. coli AmpC beta-lactamase with detergent | P00811 | AmpC hydrolysis of nitrocefin, absorbance 480 nm, 0.01% Triton | Potency, µM (highest dose often 114 µM), inactives show at the top dose activity change, negative = inhibition, usual class: inhibitors | hit rate 0.041% among 370,000 | AID 485294;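 further: potency means the concentration at half of the fitted maximal effect; 0% = no-compound wells and -100% = no-enzyme wells; nearly all actives have a fitted effect of over 25% in size; some results filed as inactive show a strong effect at the top dose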
# Target sequence (P00811 whole entry, looked up): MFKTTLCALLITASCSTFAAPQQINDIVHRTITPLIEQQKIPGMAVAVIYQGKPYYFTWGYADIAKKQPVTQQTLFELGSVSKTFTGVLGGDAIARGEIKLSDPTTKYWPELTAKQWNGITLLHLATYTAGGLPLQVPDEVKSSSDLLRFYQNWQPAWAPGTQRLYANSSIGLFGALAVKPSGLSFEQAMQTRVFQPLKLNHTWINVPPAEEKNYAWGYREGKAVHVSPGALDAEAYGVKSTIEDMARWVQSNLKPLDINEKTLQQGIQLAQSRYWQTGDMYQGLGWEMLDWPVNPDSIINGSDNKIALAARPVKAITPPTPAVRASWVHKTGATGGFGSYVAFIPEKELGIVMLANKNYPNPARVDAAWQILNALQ
#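 AmpC (5.3 nM in the dispensed reagent) in 20 mM phosphate pH 7.0 with 0.01% (detergent screen) or 0.0001% Triton X-100 was preincubated with compounds for 15 min at room temperature. Nitrocefin was then added from an 800 uM solution, and hydrolysis was followed at 480 nm.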
# HCMV antiviral: human cytomegalovirus inhibition; activity change, negative = inhibition, % at 57.5 µM; HFF cells, HCMV-luciferase reporter, 72 h; stronger effect = lower value; AID 1259415; hit rate 4.5% among 410,000; in the data active means activity change below about -60%; inconclusive means no clear call, values can overlap the other calls; inactive means above about -39%; further: on the % scale 0 is the no-effect control and ±100 the full control effect
#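 Human foreskin fibroblasts infected with luciferase-reporter HCMV at MOI 1 PFU/cell, compounds at two doses. Luciferase measured 72 h post infection; normalized to buffer-only basal and Salinomycin (10uM) controls.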
# AmpC no deterg: inhibitors of E. coli AmpC beta-lactamase without detergent | AmpC nitrocefin hydrolysis, absorbance 480 nm, 0.0001% Triton | Potency, µM (titrated, usually from 57.1 µM), for the others: at the top dose activity change, negative = inhibition, hits mostly inhibitors | P00811 | hit rate 0.52% among 330,000;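 further: potency means the concentration at half of the fitted maximal effect; plate controls were no compound for no effect and no enzyme for full effect; nearly all actives have a fitted effect of over 20% in size; some results filed as inactive show a strong effect at the top dose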
#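 AmpC (5.3 nM in the dispensed reagent) in 20 mM phosphate pH 7.0 with 0.01% (detergent screen) or 0.0001% Triton X-100 was preincubated with compounds for 15 min at room temperature. Nitrocefin was then added from an 800 uM solution, and hydrolysis was followed at 480 nm.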
# Giardia FBPA inh: inhibitors of Giardia lamblia fructose-1,6-bisphosphate aldolase. A8B2U2. purified Giardia FBPA. Potency, µM (highest dose often 59.6 µM), for inactives: top-dose activity, negative = inhibition, actives largely listed as inhibitors. hit rate 0.71% among 290,000. AID 2451; further: potency means the concentration at half of the fitted maximal effect; on the % scale 0 is the no-effect control and ±100 the full control effect; nearly all actives have a fitted effect of over 55% in size
# Target sequence (A8B2U2 whole entry, looked up): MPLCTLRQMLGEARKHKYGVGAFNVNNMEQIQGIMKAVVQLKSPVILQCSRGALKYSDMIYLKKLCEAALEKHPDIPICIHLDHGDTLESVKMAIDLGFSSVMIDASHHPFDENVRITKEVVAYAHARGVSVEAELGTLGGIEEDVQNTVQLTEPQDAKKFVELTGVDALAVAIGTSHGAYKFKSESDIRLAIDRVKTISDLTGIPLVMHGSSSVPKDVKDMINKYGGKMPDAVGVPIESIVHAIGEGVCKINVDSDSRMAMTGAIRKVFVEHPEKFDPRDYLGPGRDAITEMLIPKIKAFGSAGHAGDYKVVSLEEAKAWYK
#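 Giardia FBPA (40 nM reagent) was preincubated 10 min at RT with compound (up to 57.5 uM final), then substrate plus GAPDH/TPI/NAD/arsenate coupling system with diaphorase/resazurin was added; resorufin fluorescence (525/598 nm) was read after 20 min.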
# Cycloheximide cs: counter-screen hit for Shiga toxin inhibitors, cycloheximide; max response, %; hit rate 12% among 300,000; cell reporter, cycloheximide protein synthesis inhibition counterscreen; in the data active means max response mostly above about 13%, no sharp cut-off; inactive means mostly below about 14%; further: read at 38.3 µM for the half of the compounds with a filed dose; 0% is about no effect
# AMA1 RON2 block: disrupts binding of P. falciparum AMA1 to RON2 | AlphaScreen AMA1-biotinylated RON2 peptide binding | Potency, µM (doses to about 58.2 µM), for inactives: at the highest dose activity change, negative = inhibition, actives largely listed as inhibitors | hit rate 0.2% among 360,000 | AID 720542;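 further: potency means the concentration at half of the fitted maximal effect; 0% = vehicle wells and -100% = peptide control; nearly all actives have a fitted effect of over 45% in size; some results filed as inactive show a strong effect at the top dose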
#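 AMA1 (3D7) with his tag at 25 nM final met compounds first, then biotinylated RON2 peptide at 25 nM; detection used donor plus acceptor beads, 10 µg/mL apiece, read by AlphaScreen after 30 min at room temperature.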
# An asterisk follows results filed as active; ? = inconclusive; / = not tested or not shown; & = joins results of further samples; [ ] = remark or other dose. Unless noted, the call rests on the fitted dose curve; in most records, active means well fitted curve in the direction sought with a large enough effect; inconclusive means small, poorly fitted or top-dose-only effect, or another doubt; inactive means no such curve, though single readings can be large; an effect the other way counts as inactive or inconclusive. Rows were taken by chance. Share with any hit: about 16%.
# Screens by letter – A = Shiga toxin inh; B = AmpC detergent; C = HCMV antiviral; D = AmpC no deterg; E = Giardia FBPA inh; F = Cycloheximide cs; G = AMA1 RON2 block
[1] COc1ccc(OCCSc2nc(N)cc(N)n2)cc1
  A: 101* | B: 8% | C: 61 | D: -17% | E: -3% | F: 49* | G: -21%
[2] COc1ccc(-c2ccc(-c3nc4ccc(C)cn4c3NC3CCCCC3)cc2OC)cc1
  A: / | B: -11% | C: 14&-3 | D: -20% | E: / | F: / | G: -24%&-19%
[3] Cn1c2ccccc2c(=O)c2cc(C#Cc3ccc(N)cc3)ccc21
  A: 39* | B: -2% | C: -13 | D: -17% | E: -25% | F: 41* | G: -6%
[4] COc1ccc(NCC(=O)N/N=C/C=C/c2ccccc2[N+](=O)[O-])cc1
  A: 6 | B: -19% | C: 34 | D: -40%[11.4 µM] | E: -15% | F: -3 | G: 6%
[5] Cc1ccc(CN2CCN(Cc3ccccc3C(F)(F)F)CC2)cc1
  A: -2 | B: 1% | C: ? | D: 24% | E: ? | F: 1 | G: -21%
[6] Cc1cccc(C)c1OCc1nc2ccccc2c(=O)n1/N=C/c1ccc(OCC(=O)O)cc1
  A: 39 | B: 7% | C: -29 | D: -1% | E: -1% | F: 12 | G: 0%
[7] COc1ccc(C(=O)COc2ccccc2C(=O)Nc2ccccc2)cc1
  A: -6 | B: ? | C: 34 | D: -33% | E: -1% | F: 1 | G: 3%
[8] O=C(COc1ncnc2ccccc12)Nc1cc([N+](=O)[O-])ccc1Cl
  A: -7 | B: -9% | C: -20 | D: -16% | E: -1% | F: -4 | G: -16%
[9] Brc1ccc(-c2csc(/N=C/N3CCCC3)n2)cc1
  A: 67* | B: 12% | C: -23 | D: 80%[activator] | E: -1% | F: 68* | G: ?
[10] COc1cc(/C=C2/C(=N)N3C(c4ccccc4)=CSC3=NC2=O)ccc1OCC(=O)O
  A: 21 | B: 4% | C: -32 | D: -40% | E: -2% | F: 12 | G: 4%
[11] Cc1ccccc1CN1CCN(C/C=C/c2ccccc2)CC1
  A: -16 | B: 1% | C: / | D: -12% | E: 0% | F: 2 | G: ?
[12] COc1ccc(N2CCN(C(c3cccs3)C(C)NC(=O)C(=O)N3CCOCC3)CC2)cc1 (stereo unspecified)
  A: -4 | B: 1% | C: 21 | D: 111%[activator] | E: / | F: 17 | G: 0%
[13] CC(=O)NN=C1CCC(c2ccccc2)CC1 (stereo unspecified)
  A: 31 | B: 0% | C: -21 | D: -13% | E: 4% | F: -2 | G: 3%[11.6 µM]
[14] COc1ccc(CN(Cc2cc3cc(OC)c(OC)cc3[nH]c2=O)C(=O)NC2CCCCC2)cc1
  A: -4 | B: -5% | C: 9 | D: -5% | E: -4% | F: -6 | G: -4%
[15] Cc1cccc(NC(=S)N2N=CCC2c2ccccc2)c1 (stereo unspecified)
  A: 119* | B: -3% | C: 67 | D: -22% | E: 3% | F: 42* | G: 31%[activator]
[16] O=C(NC(=S)Nc1ccc(N2CCCCC2)cc1)c1ccco1
  A: 92* | B: ? | C: 55 | D: -13% | E: -10% | F: 39* | G: -20%
[17] COc1cccc(CNC(=O)c2ccccc2-c2ccccc2)c1
  A: -10 | B: -9% | C: 0 | D: -34% | E: / | F: 6 | G: -7%
[18] Nc1nc(N)c(N=Nc2ccc(S(N)(=O)=O)cc2)c(=O)[nH]1
  A: 3 | B: 4% | C: 2 | D: -17% | E: -11% | F: 5 | G: -6%
[19] COCc1cc(C)nc2sc(C(=O)N3CCCCC3)c(N)c12
  A: 21 | B: -3% | C: 6 | D: 7% | E: -18% | F: 6 | G: 36%[activator]
[20] Nc1c2c(nc3ccccc13)CCN(Cc1ccccc1)C2
  A: 5 | B: 1% | C: 76 | D: -36% | E: -19% | F: 15* | G: 3%
[21] Cc1cccc(NC(=O)N2C[C@H]3C[C@@H](C2)c2cccc(=O)n2C3)c1
  A: -4 | B: ? | C: 8 | D: -7% | E: 18% | F: 0 | G: 19%
[22] COc1cc(OC)cc(C(=O)NC2CCN(Cc3nnnn3Cc3ccc(F)cc3)CC2)c1
  A: 24 | B: -4% | C: 0 | D: 59% | E: -4% | F: -1 | G: 1%
[23] CCc1ccc(N(C2C=CS(=O)(=O)C2)S(=O)(=O)c2ccc(C)cc2)cc1 (stereo unspecified)
  A: -4 | B: 1% | C: 0 | D: 19% | E: 0% | F: -2 | G: 5%
[24] CCc1nnc(NC(=O)c2cc(-c3ccccn3)nc3ccc(Br)cc23)s1
  A: -8 | B: 2% | C: 20 | D: 67%[activator] | E: -14% | F: -2 | G: 31%[activator]
[25] Cc1nn(CC(C)C)c2sc(C(=O)NC3CC(C)(C)NC(C)(C)C3)cc12
  A: -6 | B: 0% | C: -10 | D: 0% | E: -14% | F: -3 | G: 0%

# (listing goes on)
entry	Compound	Shiga toxin inh	AmpC detergent	HCMV antiviral	AmpC no deterg	Giardia FBPA inh	Cycloheximide cs	AMA1 RON2 block
26	C=C1CCC[C@]2(C)C[C@H]3OC(=O)C(CNCCN(CC)CC)[C@H]3CC12 (stereo partly specified)	3	4%	-21	15%	16µM*	-6	-15%
27	O=C(COC(=O)/C=C/c1ccc(S(=O)(=O)N2CCOCC2)cc1)Nc1ccc(F)c(F)c1F	/	/	2	-4%	/	/	-5%
28	Cc1ccc2c(c1)CCCN2C(=O)NC1CCCCC1	14	4%	-23	9%	8%	12	22%
29	CCC(c1nnnn1C(C)(C)C)N1CCN(C2CCCC2)CC1 (stereo unspecified)	36	1%	4	-24%	-2%	-2	7%
30	O=c1[nH]c2ccc(NS(=O)(=O)c3ccc([N+](=O)[O-])cc3)cc2[nH]1	-7	2%	17	-25%	-22%	11	21%
31	Cc1nc(Nc2ccc3c(c2)OCCO3)c2oc3ccccc3c2n1	83*	?	0	2%	-11%	26*	5%
32	Cc1cc(C)nc(N/N=C/c2cc(C)n(CC(F)(F)F)c2C)n1	33	7%	-75*	47%	-10%	22	66%[activator]
33	CCOC(=O)COC(=O)c1ccc(O)cc1	47	9%	-3	-21%	3%	15	3%
34	CNC(C)c1ccc(S(N)(=O)=O)cc1 (stereo unspecified)	19	-5%	-5	-22%	3%	-4	5%
35	COc1ccc(CCNC(=O)/C(=C/c2cccnc2)NC(=O)c2ccccc2)cc1	-14	-2%	-13	-16%	3%	-1	53%[activator]
36	CCn1c(COc2ccccc2Cl)nnc1SCC(=O)Nc1ncccc1C	-5	-9%	7	-16%	0%	-4	-11%
37	Cc1ccc(NCc2n[nH]c(=S)n2Cc2ccccc2)cc1Cl	-9	5%	?	-41%	-5%	-2	71%[activator]
38	COC(=O)CSc1nnc2n(C3CCCCC3)c(=O)c3c4c(sc3n12)CCCC4	-8	-8%	?	5%	-3%	-4	-7%
39	CC(NCC(=O)Nc1cc(S(=O)(=O)N2CCOCC2)ccc1N1CCOCC1)c1ccco1 (stereo unspecified)	/	-8%	-6	110%[activator]	/	/	7%
40	C=CCNC(=S)NNc1nc2c(c(=O)[nH]1)C1(CCCC1)Cc1ccccc1-2	-5	1%	2	-48%	3%	-8	37%[activator]
41	O=C(Nc1ccc(C(=O)NN2C(=O)c3ccccc3C2=O)cc1)c1ccccc1	-4	8%	-5	-40%	3%	-4	7%
42	CCCC(=O)Nc1nnc(SCC(=O)Nc2ccc3c(c2)OCO3)s1	-1	?	-34	-29%	0%	-3	5%
43	Fc1ccc(Cn2nnnc2C(c2ccc(F)cc2)N2CC=C(c3ccc(F)cc3)CC2)cc1 (stereo unspecified)	-6	-13%	-24	-21%	-6%	8	1%
44	O=C1CC(=O)N(c2cccc(C(F)(F)F)c2)C(=O)N1	-7	2%	53	-23%	7%	-3	12%
45	COc1ccc(OC)c(NC(=O)CN2CCC(NC(=O)c3ccccc3C)CC2)c1	6	0%	-19	39%	0%	-5	-2%
46	COc1ccc(C(=O)NC(=S)Nc2ccc(S(N)(=O)=O)cc2)cc1	35	-3%	35	-29%	?	18*	2%
47	Cc1c(Cl)cccc1Nc1nc(N)nc(CSCCO)n1	32	4%	19	-8%	-1%	15	5%
48	COc1ccc(OCC(O)CN2CCC(CN3C(=O)c4cccc5cccc(c45)C3=O)CC2)cc1 (stereo unspecified)	11	-6%	27	39%	-8%	-2	-1%
49	Cn1nc([N+](=O)[O-])nc1N1CCN(c2ccc(F)cc2)CC1	-9	1%	-24	-9%	-5%	-3	0%
50	CCCCN(C)C1CCN(C(=S)Nc2ccc(OCC)cc2)CC1	-4	5%	-13	-22%	0%	-7	-2%
51	CC(C)C(Nc1ccc(C(F)(F)F)cc1[N+](=O)[O-])C(=O)O (stereo unspecified)	3	-8%	-20	-25%	4%	-1	-4%
52	CCCOC(=O)C1=C(C)OC23OC(N)=C(C#N)C12C(=O)c1ccccc13 (stereo unspecified)	9	-14%	-33	-16%	-2%	12	-1%
53	COC(=O)c1c(C)oc(C)c1S(=O)(=O)NCc1ccco1	-3	5%	137	-18%	2%	-2	-12%
